Bioassay records (PubChem)
D1 potentiator: human D1 dopamine receptor positive modulation; P21728; HEK293 TREx D1 cells, calcium flux, dopamine EC20 potentiation; potentiation, % at 10 µM; actives 0.036% (n = 360,000); in the data active = potentiation above about 30%; also: 0% is about no effect
RXFP1 antagonist: RXFP1 (human) relaxin receptor antagonism; Q9HBX9; activity change, negative = inhibition, % at 57.5 µM; HEK293-RXFP1, relaxin-stimulated cAMP HTRF, 30 min; stronger effect = lower value; actives 0.59% (n = 350,000);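 active = activity change of -60% or lower, but not beyond a set lower limit; inconclusive = change between -60% and -40%, or beyond the set limit; inactive = change above -40%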; also: % is scaled to controls: 0 for no effect and ±100 for the full control effect
D2 antagonist: D2 dopamine receptor (human) antagonism; HEK293 TREx D2 cells, calcium flux, dopamine EC80; P14416; AID 485344; actives 2% (n = 340,000); inhibition, % at 10 µM; in the data active = inhibition above about 30%; also: 0% is about no effect
Target sequence (P14416 whole entry, looked up): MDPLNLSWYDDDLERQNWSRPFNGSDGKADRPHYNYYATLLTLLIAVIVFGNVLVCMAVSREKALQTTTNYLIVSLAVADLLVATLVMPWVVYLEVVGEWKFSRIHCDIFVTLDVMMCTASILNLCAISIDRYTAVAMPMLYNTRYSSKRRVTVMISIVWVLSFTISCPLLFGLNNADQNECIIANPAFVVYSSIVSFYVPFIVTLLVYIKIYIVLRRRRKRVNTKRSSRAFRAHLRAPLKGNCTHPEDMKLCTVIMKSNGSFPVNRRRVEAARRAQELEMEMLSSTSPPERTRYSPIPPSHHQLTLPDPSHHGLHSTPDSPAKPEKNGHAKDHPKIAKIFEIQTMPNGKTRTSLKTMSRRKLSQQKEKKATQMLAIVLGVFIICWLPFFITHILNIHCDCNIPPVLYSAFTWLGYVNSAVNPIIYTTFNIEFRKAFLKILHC
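Cells plated overnight at 30 C with tetracycline; no-wash calcium dye, 30–90 min RT; 10 s baseline; compound pinned; 180 s read; EC80 dopamine added; another 180 s read.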
D1 ag: agonists of human D1 dopamine receptor | actives 1% (n = 360,000) | P21728 | activation, % at 2 µM | HEK293 T-REx D1 cells, calcium flux, agonist mode; also: 0% is about no effect
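Tetracycline-induced HEK293 TREx D1 cells, force-coupled to calcium signalling, were dye-loaded with a no-wash calcium kit. Compound was pin-added after a 10 s baseline. Fluorescence was read kinetically at 1 cycle/s for 180 s, with calcium rises flagged as agonism.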
D1 antag: blocks dopamine activation of the human D1 receptor; actives 3.2% (n = 360,000); HEK293 TREx D1 cells, calcium flux, dopamine EC80; stronger effect = lower value; activity change, negative = inhibition, % at 10 µM; P21728; AID 504652; in the data active = activity change below about -30%; also: % is scaled to controls: 0 for no effect and ±100 for the full control effect
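Tetracycline-induced HEK293 T-REx cells with force-coupled D1 receptor were loaded with a no-wash calcium dye. Compound was added after a 10 s baseline and read kinetically for 180 s; EC80 dopamine was then added and calcium flux followed another 180 s.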
D2 agonist: D2 dopamine receptor (human) agonism | P14416 | HEK293 T-REx D2 cells, calcium flux agonist mode | activation, % at 2 µM | actives 0.53% (n = 340,000) | AID 485358;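 active = activation over 3 SD above normal in the single-dose calcium agonist read, cut at about 30% in these data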; also: 0% is about no effect
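HEK293 Trex D2 cells, tetracycline-induced, o/n 30 C 5% CO2; no-wash Ca dye, RT 30–90 min; 10-cycle baseline, 23 nl cpd added, kinetic Ca read 180 s; agonist hits = positive Ca response.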
D2 PAM: D2 dopamine receptor (human) potentiation; P14416; actives 0.34% (n = 340,000); HEK293 T-REx D2, calcium flux, EC20 dopamine potentiation; potentiation, % at 10 µM;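 active = potentiation over 3 SD above the plate norm, cut at about 30% in these data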; also: 0% is about no effect
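Potentiation of an EC20 dopamine calcium response is measured in a force-coupled, tetracycline-inducible Hek293 Trex D2 line. Compound-only kinetic reads over 180 s flag agonists before dopamine addition.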
TRHR PAM: TRH receptor (human) allosteric enhancement. P34981. TRHR cells, fluo-8 calcium fluorescence, EC20 TRH enhancement. enhancement, % at 2 µM. actives 0.66% (n = 360,000). AID 493056; in the data active = enhancement above about 30%; also: 0% is about no effect
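TRHR-expressing cells loaded with fluo-8 calcium dye were read kinetically (ex 480/em 530) during compound addition, then stimulated with an EC20 of TRH (10 nM final). Enhancement of the Gq-mediated intracellular calcium response was scored.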
TRHR agonist: agonists of human TRH receptor; P34981; TRHR cells, calcium flux fluo-8, FDSS agonist mode; activation, % at 2 µM; actives 0.18% (n = 360,000); AID 493084; also: 0% is about no effect
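In this calcium-flux screen, cells bearing human TRHR are dye-loaded with fluo-8, baselined for 10 cycles, then exposed to library compounds; positive kinetic calcium responses during the agonist phase mark hits, with TRH as control.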
The depositor's hits bear a star; ? = inconclusive; nt = not tested or not shown. Rule as the data show it, unless noted: active = activation above about 30%; inactive = the rest. The order is random, and some 7.1% of all compounds hit somewhere here.

Letters – A = D1 potentiator; B = RXFP1 antagonist; C = D2 antagonist; D = D1 ag; E = D1 antag; F = D2 agonist; G = D2 PAM; H = TRHR PAM; I = TRHR agonist
Cc1cc(C)nc(NS(=O)(=O)c2ccc(NC(=O)c3cc(=O)c4ccccc4o3)cc2)n1
  A = -4; B = -32; C = nt; D = 4; E = -3; F = nt; G = nt; H = -2; I = 0.3
Cc1nn2c3c(cnc2c1-c1ccccc1)C(=O)CC(c1ccccc1)C3 (centres undefined)
  A = -4; B = -7; C = -14; D = 1; E = 4; F = -0.3; G = -2; H = 0; I = -0.3
C/C(CC(=O)Nc1cccc2c1CCCC2)=N\NC=O
  A = 1; B = -37; C = 8; D = 3; E = 5; F = 0.0; G = 0; H = -3; I = -0.8
COc1ccc2c(=O)c3c(=O)n(Cc4ccco4)c(-c4ccc(C)cc4)nc3oc2c1
  A = -6; B = -17; C = -8; D = 1; E = -14; F = -0.5; G = 13; H = -1; I = -1.1
CCCc1ccc(S(=O)(=O)N2CCC(c3nnc(-c4cccc(C)c4)o3)CC2)cc1
  A = 2; B = -1; C = nt; D = 1; E = -1; F = 0.6; G = 3; H = 5; I = -0.4
O=C(COc1cccc2ccccc12)NNC(=O)c1cccs1
  A = 2; B = -7; C = 9; D = 0; E = 7; F = -0.2; G = -4; H = 6; I = 0.0
COc1ccc(C(=O)/C=C/c2cn(CC(O)CN3CCc4ccccc43)c3ccccc23)cc1OC (centres undefined)
  A = -4; B = nt; C = nt; D = 13; E = -24; F = 0.3; G = 9; H = -6; I = 3.9
COC(=O)C1CCN(C(=O)COC(=O)CCc2nc3ccccc3c(=O)[nH]2)CC1
  A = -1; B = nt; C = -14; D = 2; E = 9; F = 0.6; G = -1; H = 3; I = 1.0
CCOC(=O)N1CCC(NC(=O)c2cc(-c3ccc(F)cc3)[nH]c2C)CC1
  A = 0; B = -34; C = -9; D = 1; E = -6; F = -0.3; G = 4; H = 0; I = -0.5
CCOc1cccc(-c2c(C(=O)N/N=C/c3ccsc3)nnn2-c2nonc2N)c1
  A = 30; B = -61*; C = 23; D = 72*; E = 45; F = 9.1; G = 26; H = 29; I = 2.9
CCOC(=O)c1c(C)n(C)c2ccc(OC)c(NC(=O)CN3CCN(C(=O)c4ccco4)CC3)c12
  A = -2; B = -13; C = 0; D = 2; E = 8; F = 0.7; G = 0; H = -2; I = -0.2
CCCNC(=O)c1nc(C)n(-c2ccc([N+](=O)[O-])cc2)n1
  A = -1; B = -16; C = nt; D = 0; E = 7; F = nt; G = nt; H = -1; I = -0.4
CC(NC(=O)CN1CCN(Cc2ccc(Cl)cc2)C1=O)c1ccc2c(c1)OCCO2 (centres undefined)
  A = -2; B = nt; C = -23; D = 5; E = -21; F = -0.1; G = -7; H = -2; I = 0.1
CCCn1c(O)c(N=NC(=O)CNC(=O)/C=C/c2ccc(OC)cc2)c2ccccc21
  A = 5; B = ?; C = 6; D = -1; E = -22; F = -1.4; G = -13; H = 8; I = 0.8
CCC(C)C(NC(=O)OC(C)(C)C)C(=O)NC(CC(C)C)C(N)=O (centres undefined)
  A = 0; B = -6; C = -1; D = 6; E = -5; F = -0.9; G = 17; H = 1; I = -1.6
Cc1cc(C)cc(NC(=O)Cn2c(=O)n(Cc3ccco3)c(=O)c3oc4ccccc4c32)c1
  A = 4; B = -3; C = nt; D = 4; E = -3; F = 2.9; G = -7; H = 6; I = 1.4
COc1ccc(C(=O)Nc2ccc(NC(=O)c3cccs3)c(OC)c2)cc1Cl
  A = 0; B = -14; C = 7; D = 3; E = -7; F = 0.1; G = -9; H = 2; I = 0.0
O=C(Nc1ccc(C(=O)NCCCN2CCN(c3ccccc3)CC2)cc1)C1=CSCCO1
  A = -7; B = 1; C = 81*; D = 36*; E = -39*; F = 82*; G = -20; H = 10; I = 5.1
Oc1c(Cl)cc(Cl)cc1C=Nc1ccc(Br)cc1
  A = 0; B = -8; C = -6; D = 5; E = 7; F = 1.9; G = 0; H = -4; I = 1.0
Cc1ccc(C(=O)Nc2nc(-c3ccccn3)cs2)s1
  A = nt; B = 4; C = -23; D = 9; E = -5; F = -1.3; G = -12; H = 5; I = -0.3
Cc1ccc(CNC(=O)CCc2c(C)[nH]c(=O)c(C#N)c2C)cc1
  A = 0; B = 4; C = 23; D = 1; E = 1; F = 0.4; G = -10; H = -5; I = 0.5
COc1ccc(CC(=O)c2ccc(O)cc2O)cc1OC
  A = -3; B = 1; C = -19; D = 9; E = 10; F = 0.6; G = -1; H = 11; I = 0.3
COC(=O)c1c(NC(=O)Cc2cccs2)sc(C(=O)N2CCCCC2)c1C
  A = -4; B = 3; C = -2; D = 2; E = 4; F = -2.4; G = 0; H = 1; I = -0.5
COc1ccc(C2=NC(C)(C)N(CC(=O)Nc3cccc(C)c3)C2=O)cc1
  A = 0; B = -17; C = nt; D = 3; E = -6; F = -0.4; G = 2; H = 1; I = 0.8
Cc1ccc(NC(=O)CN(C)C(=O)c2cc(-c3ccccc3)nn2-c2ccccc2)cc1
  A = -9; B = -10; C = -1; D = 4; E = 2; F = 0.2; G = -4; H = -5; I = 0.5
CCCCn1c(SCC(=O)N2CCCC2)nnc1-c1ccccc1
  A = -5; B = -6; C = -9; D = 1; E = -11; F = 1.1; G = -3; H = 0; I = -0.5
COC(=O)/C=C1\SC(=NC(=O)c2cccc([N+](=O)[O-])c2)NC1=O
  A = 0; B = -12; C = -5; D = 2; E = 4; F = 0.1; G = 10; H = 7; I = 0.3
Cn1c(NCCO)nc2c1c(=O)n(Cc1ccccc1Cl)c(=O)n2C
  A = 5; B = 0; C = nt; D = -1; E = 13; F = 0.2; G = -3; H = 0; I = -0.8

Quoted at random: two entries already listed, in no set order.
Letters – A = D1 potentiator; B = RXFP1 antagonist; C = D2 antagonist; D = D1 ag; E = D1 antag; F = D2 agonist; G = D2 PAM; H = TRHR PAM; I = TRHR agonist
Cc1nn2c3c(cnc2c1-c1ccccc1)C(=O)CC(c1ccccc1)C3 (centres undefined)
  A = -4; B = -7; C = -14; D = 1; E = 4; F = -0.3; G = -2; H = 0; I = -0.3
C/C(CC(=O)Nc1cccc2c1CCCC2)=N\NC=O
  A = 1; B = -37; C = 8; D = 3; E = 5; F = 0.0; G = 0; H = -3; I = -0.8

Some of the entries so far, with values under each structure:
The line under a structure holds: D1 potentiator	RXFP1 antagonist	D2 antagonist	D1 ag	D1 antag	D2 agonist	D2 PAM	TRHR PAM	TRHR agonist
COc1ccc(CC(=O)c2ccc(O)cc2O)cc1OC
 : -3	1	-19	9	10	0.6	-1	11	0.3
COC(=O)c1c(NC(=O)Cc2cccs2)sc(C(=O)N2CCCCC2)c1C
 : -4	3	-2	2	4	-2.4	0	1	-0.5
COc1ccc(C2=NC(C)(C)N(CC(=O)Nc3cccc(C)c3)C2=O)cc1
 : 0	-17	nt	3	-6	-0.4	2	1	0.8
Cc1ccc(NC(=O)CN(C)C(=O)c2cc(-c3ccccc3)nn2-c2ccccc2)cc1
 : -9	-10	-1	4	2	0.2	-4	-5	0.5
